High-throughput results (PubChem BioAssay)
TbREL1 primary = TbREL1 inhibition, primary screen. P86926. 89,000 tested, 0.49% active. AID 1117264. TbREL1 RNA ligation, FRET fluorescence. inhibition, % at 9.66 µM;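 active means inhibition above the mean inhibition across all screened compounds plus 3 SD, cut at about 11% in these data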;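 further: 0% = plate median of test wells and 100% = NSC42067 control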
Target sequence (P86926 whole entry, looked up): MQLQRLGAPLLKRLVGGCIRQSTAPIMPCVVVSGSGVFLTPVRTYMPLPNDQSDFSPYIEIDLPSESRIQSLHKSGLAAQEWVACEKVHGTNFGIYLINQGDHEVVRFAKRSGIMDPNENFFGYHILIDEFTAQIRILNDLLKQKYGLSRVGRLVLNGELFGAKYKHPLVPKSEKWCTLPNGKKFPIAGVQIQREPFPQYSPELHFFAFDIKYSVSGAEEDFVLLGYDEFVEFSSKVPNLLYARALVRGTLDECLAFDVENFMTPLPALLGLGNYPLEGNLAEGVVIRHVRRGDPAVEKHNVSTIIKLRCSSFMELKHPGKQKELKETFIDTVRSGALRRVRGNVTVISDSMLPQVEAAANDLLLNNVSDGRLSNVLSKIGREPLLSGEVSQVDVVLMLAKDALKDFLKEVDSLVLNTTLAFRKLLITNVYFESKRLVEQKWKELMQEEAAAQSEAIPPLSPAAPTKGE
Starred values were filed as active, the others as inactive. These rows are one share of the data; the hit share may differ from the screen's.

SMILES	TbREL1 primary
CC(=O)c1ccc(NC(=O)COC(=O)CCc2ccc(S(=O)(=O)N3CCOCC3)cc2)cc1	-3
O=C(CCn1nc(-c2ccccc2)ccc1=O)N1CCN(c2ccccn2)CC1	-3
COc1ccc(CNC(=S)NC2CCCCC2)cc1	-6
CC(C)CNS(=O)(=O)c1cc(C(=O)N2CCOCC2)c(Cl)cc1Cl	6
COc1ccc(Oc2c(Cl)cnn(-c3ccc(C(C)C)c(C)c3)c2=O)cc1	3
CCC(C)[C@H](NC(=O)N1CC(=O)Nc2ccccc21)C(=O)NC(C)CCc1ccccc1 (stereo partly specified)	2
O=C(NCCCN1CCCC1=O)c1ccc(Cl)c(Cl)c1	3
C=CCN(CC=C)C(=S)Nc1ccc2nsnc2c1	4
CSc1nsc(SCC(=O)Nc2ccc(C(=O)O)cc2)n1	2
Nc1c(C(=O)NCC(O)c2ccccc2)cnn1-c1ccccc1 (stereo unspecified)	-4
COc1ccc(S(=O)(=O)N2CCOCC2)cc1NC(=O)Cn1nnc2ccccc2c1=O	0
C#CCNC(=O)C[C@H]1C[C@@]2(C(=O)OC)C(=C[C@H](C3CCCC3)O[C@@H]2C)N(Cc2cccc3ccccc23)C1=O	-3

The closing 2 entries of the section before open the next one.
SMILES	TbREL1 primary
COc1ccc(S(=O)(=O)N2CCOCC2)cc1NC(=O)Cn1nnc2ccccc2c1=O	0
C#CCNC(=O)C[C@H]1C[C@@]2(C(=O)OC)C(=C[C@H](C3CCCC3)O[C@@H]2C)N(Cc2cccc3ccccc23)C1=O	-3
O=C(Cn1ccc(NC(=O)OCc2ccccc2)nc1=O)NCc1ccc2[nH]ccc2c1	0
Cc1cc2c(cc1S(=O)(=O)NCC(C)c1ccccc1)n(C)c(=O)c(=O)n2C (stereo unspecified)	-1
CCN(CC)C(=O)CSc1nnc(-c2ccc(C(C)(C)C)cc2)n1Cc1ccco1	2
CCCC1S/C(=N/N=C/c2ccc(C)cc2)N(Cc2ccc(OC)cc2)C1=O (stereo unspecified)	0
CCC(C)NC(=O)C1CCN(S(=O)(=O)N2CCOCC2)CC1 (stereo unspecified)	2
S=C(NCc1ccco1)NCc1ccco1	17*
CC[C@@]1(C(=O)OC)N[C@H](CN(C)C(=O)Nc2ccc(C)cc2)[C@@H]2C(=O)N(C)C(=O)[C@@H]21	0
O=S1(=O)CCOCC(CO)N1Cc1cccc(Br)c1 (stereo unspecified)	9
Cc1ccc(N(CC(=O)N2CCN(C3CCCCC3)CC2)S(=O)(=O)c2cccnc2)cc1	-3
CCOC(=O)COn1c(=O)c(-c2ccc(Br)cc2)[n+]([O-])c2ccccc21	2
O=C(Nc1ccc2c(c1)C(=O)N(CC1CCCO1)C2=O)c1ccc(Cl)c(Cl)c1 (stereo unspecified)	1
O=S(=O)(c1ccc(F)cc1)N1CCCC(c2nc(-c3ccc(F)cc3)no2)C1 (stereo unspecified)	0
O=C(CN(C(=O)c1ccc(Cl)cc1)N1C(=O)C2CCCCC2C1=O)c1ccc(Cl)cc1 (stereo unspecified)	6
CS(=O)(=O)c1ccc(NCC2CCCO2)c([N+](=O)[O-])c1 (stereo unspecified)	2
O=C(Nc1ccccc1Cl)NC1(C(=O)N2CCOCC2)CCCCC1	-3
COc1cc(N/N=C(\C)c2ccc(N)cc2)nc(-c2ccccc2)n1	-2
CCOc1cc2[nH]c(=S)n(CCN3CCC(C)CC3)c(=O)c2cc1OCC	-3
COC(=O)CCCC1=CC2=C(c3ccccc3)C(=O)C(C)(OC(=O)C3CCCC3)C(=O)C2=CN1CC(C)C (stereo unspecified)	-3
O=C(Nc1ccccc1)N(Cc1ccc(Cl)cc1)CC(O)C(F)(F)F (stereo unspecified)	5
COc1ccc(CC(=O)NNS(=O)(=O)c2ccc(F)cc2)cc1OC	1
CCN(C(=O)CSc1nnc(-c2ccc(OC)cc2)n1N)c1c(N)n(Cc2ccccc2)c(=O)[nH]c1=O	-2
O=C(CN1C(=O)C2CC=CCC2C1=O)N1CCN(c2ccc([N+](=O)[O-])cc2)CC1 (stereo unspecified)	-1
COc1ccc(Cc2nnc(NC(=O)c3ccco3)s2)cc1	0
CCOC(=O)c1ccccc1NC(=O)CSc1nnc(COc2ccccc2C)n1C	1
CCn1c(=O)c2c(nc3n2CCCN3Cc2ccccc2)n(C)c1=O	-11
O=c1c(C=Nc2ccc(Cl)cc2)c[nH]n1-c1cccc(Cl)n1	-1
CC(c1nnc(SCC(=O)c2c(N)n(C3CC3)c(=O)[nH]c2=O)n1-c1ccc(F)cc1)N(C)C (stereo unspecified)	-4
O=C(CN(C(=O)CCC(=O)Nc1ccccn1)c1cccc(F)c1)NCc1ccc2c(c1)OCO2	3
CC(C)C(CO)N1CCN(Cc2ccccc2)CCC1=O (stereo unspecified)	5
Cc1cn2c(-c3ccc(Cl)cc3)nnc2s1	5
CS(=O)(=O)N(Cc1ccccc1)c1ccc(C(=O)NCCSc2ccccn2)cc1	-1
Cc1cc(C)n2nc(C(=O)OCC(=O)Nc3cc(Cl)ccc3C)nc2n1	1
Fc1ccc(COc2ccc(/C=N/n3cnnc3)cc2)cc1	-1
Cc1cc([N+](=O)[O-])nn1CCCC(=O)NC1CCCCC1	3
O=C(CN1CCN(Cc2ccccc2)CC1)N/N=C/c1cccs1	0
CC(=O)c1ccc(OCC(O)CN(C)CCOc2ccc(Br)cc2)cc1 (stereo unspecified)	-1
C[n+]1c(-c2ccccc2)sc([S-])c1-c1ccccc1	0
CCCC[C@H]1C2=C3[C@@H](CC(C(=O)OC)=C[C@@H](C(=O)OC)[C@H]3C(C)(C)C2=O)n2c(=O)n(-c3ccccc3)c(=O)n21	-1
CC(C)C[C@H]1COc2cc(Br)ccc2S(=O)(=O)N1Cc1cccc(Cl)c1	0
COc1ccc(OCC(=O)NNC(=O)c2ccccc2OCc2c(C)noc2C)cc1	0
CCCCOCCCNC(=O)C[C@@H]1C[C@@]2(C(=O)OC)CCCCC=C2N(Cc2ccco2)C1=O	-6
O=C(Cc1ccccc1[N+](=O)[O-])Nc1nccs1	10
COc1ccc(NC(=O)CC2C(=O)N(C)C(=S)N2CCc2ccccc2)cc1 (stereo unspecified)	0
Cc1cccc(C(=O)OCN2C(=O)c3ccccc3C2=O)c1[N+](=O)[O-]	1
O=C(CSc1ccc2nnc(-c3ccc(F)cc3)n2n1)N1CCOCC1	0
CC(C)Oc1ccccc1/C=N/NC(=O)c1ccc(F)cc1	0
Cc1c(NS(=O)(=O)c2ccc3c(c2)Cc2ccccc2-3)c(=O)n(-c2ccccc2)n1C	-2
C/C(=N\NC(=S)NC1CCCCC1)c1ccc(Cl)c(Cl)c1	-1
COc1ccc(Cc2c(-c3cccc(Br)c3)nc3ccc(Cl)cn23)c(C)c1	8
C=CCN1C(=O)C(CC(=O)O)SC1=Nc1c(C)n(C)n(-c2ccccc2)c1=O (stereo unspecified)	-1
CC(=O)c1ccc(N2CCC(C)CC2)c(F)c1	6
CCN1C(=O)CC(c2ccco2)Sc2ccccc21 (stereo unspecified)	0
COc1cc(OC)c(C(=O)N2CCCC2)cc1OC	2
O=C(Cc1cccc(NC(=O)C2CCCN(C(=O)C3CC3)C2)c1)Nc1cccc(C(=O)N2CCCC2)c1 (stereo unspecified)	-2
Cc1ccc(C(=O)C2CCN(CC(=O)Nc3ccccc3C)CC2)cc1	4
Cc1cc(=O)oc2cc(OCC(=O)OCC(=O)NCCc3ccccc3)ccc12	-1
COc1ccc(CNC(=O)CSc2nnc3c(n2)[nH]c2ccc(C)cc23)cc1	1
Cn1c(SCC(=O)N2CCc3ccccc32)nc2cccnc21	0
COc1ccc(OCC(O)CNS(=O)(=O)c2ccc(NC(C)=O)cc2)cc1 (stereo unspecified)	0
CC(C)Oc1ccc(C2C(C(=O)c3ccco3)=C(O)C(=O)N2Cc2cccnc2)cc1 (stereo unspecified)	0
Next section:
SMILES	TbREL1 primary
Cc1[nH]c2ccccc2c1C(=O)/C=C\c1ccccc1Cl	1
COCc1nnc(NC(=O)CS(=O)(=O)Cc2ccccc2)s1	2
COc1ccc(N2CCN(C3CC(=O)N(Cc4ccc(N5CCCC5=O)cc4)C3=O)CC2)cc1 (stereo unspecified)	-5
Cc1nnsc1-c1nnc(SCC(=O)c2ccccc2)n1C1CC1	5
Fc1ccc(-c2csc3ncnc(Nc4ccc(N5CCOCC5)cc4)c23)cc1	-4
COc1ccc(-c2coc3c(C(=O)Nc4cccnc4)cccc23)c(C)c1	0
Cc1cc(=O)n2c3ccccc3n(CC(O)CN3CCCCC3)c2c1C#N (stereo unspecified)	-3
O=C(O)/C=C/c1ccc(S(=O)(=O)Nc2ccccc2C(=O)Nc2ccc(F)cc2)cc1	4
CCN(CC(=O)Nc1c(F)cccc1F)C(=O)C1CCN(S(=O)(=O)c2ccccc2C(=O)OC)CC1	5
CC(C)(C)NC(=O)C(c1ccc(O)cc1)N(C(=O)CCC(=O)Nc1ccccn1)c1ccc(F)cc1 (stereo unspecified)	-5
Cc1c(C(=O)NCc2ccc3c(c2)OCCO3)sc(=O)n1Cc1ccccc1C#N	-2
Cc1ccc2nc(/C(C#N)=C\c3ccc(N4CCOCC4)o3)[nH]c2c1	-2
COc1ccc(C(c2c(NC(=O)c3ccco3)sc(C)c2C)N2CCOCC2)cc1 (stereo unspecified)	-3
COc1ccc(N(CC(=O)Nc2cc(C)on2)S(=O)(=O)c2ccc(Cl)cc2)cc1	1
CC1(C)CC(=O)c2sc(N3CCCCC3)nc2C1	-1
COc1cc(/C=N/NC(=O)c2ccncc2)ccc1OC(=O)c1cccc(F)c1	-3
COc1ccccc1CN1C(=O)C(=O)N(Cc2cccc(C)c2)C1=O	0
CN(Cc1cccc(Cl)c1Cl)C(=O)c1ccccc1SCC(=O)N1CCCC1	-1
CC(C)c1ccc2[nH]c(O)c(N=NC(=O)c3cccc(S(=O)(=O)Nc4cccc(Cl)c4)c3)c2c1	2
O=C(COC(=O)c1cc(Br)ccc1O)Nc1cc(S(=O)(=O)N2CCCC2)ccc1Cl	5
COc1ccc(-c2c(C#Cc3ccsc3)c3cc(-c4ccc5[nH]ccc5c4)ccc3n2C)cc1	0
O=C(Nc1ncccn1)c1ccc([N+](=O)[O-])cc1[N+](=O)[O-]	3
CN1CCCN(C(=O)C2CCCN(C(=O)c3ccc4c(c3)NC(=O)CS4)C2)CC1 (stereo unspecified)	1
O=C1NC[C@H](Cc2ccc(O)cc2)N(C[C@H]2CCCN2C[C@H](Cc2ccccc2)N2C[C@H](Cc3ccccc3)N(CCc3ccccc3)C(=O)C2=O)C1=O	-1
O=C(CCCC(=O)OCC(Cl)=C(Cl)Cl)Nc1ccccc1F	0
CCN(C(=O)COC(=O)c1cccc(C)c1[N+](=O)[O-])c1c(N)n(Cc2ccccc2)c(=O)[nH]c1=O	0
N#Cc1c(N)nc(SCc2ccccn2)c(C#N)c1-c1cccs1	0
Cc1cccc(NC(=O)C2CCN(S(=O)(=O)c3ccc4ccccc4c3)CC2)n1	1
COC(=O)Cn1c(CCC(=O)O)ccc1-c1ccccc1	-4
CCC1CCCCN1CCCNC(=O)CC1Oc2ccc(C)cc2NC1=O (stereo unspecified)	1
CCCN1CCN(CCCNC(=O)c2cc3c(=O)[nH]c4ccccc4c3s2)CC1	2
CCOCCOC(=O)c1ccc(NC(=O)c2cc3ccccc3o2)cc1	-1
Cn1cncc1C#Cc1ccc2c(=O)c3ccccc3oc2c1	-2
COc1c2ccoc2c(OC[C@@H](O)C(C)(C)O)c2oc(=O)ccc12	5
CCNc1nc(N2CCCCC2)nc(-n2nnc(C(=O)OCC)c2C)n1	2
OCCC1CN(Cc2cc3c(cc2Cl)OCO3)CCN1Cc1ccccc1 (stereo unspecified)	-1

TbREL1 primary: hit marks shown above
SMILES	TbREL1 primary
S=C(NCc1ccco1)NCc1ccco1	17*

Additional structures:
SMILES	TbREL1 primary
CN(C)S(=O)(=O)c1ccc(C(=O)N2CCN(C(=O)C3CCCO3)CC2)cc1 (stereo unspecified)	6
CCOc1ccc(CCNC(=O)COC(=O)c2c(OC)cccc2OC)cc1OCC	-3
CC(C)(C)c1ccc(OCC(O)CNC(=O)c2ccccc2C(=O)O)cc1 (stereo unspecified)	0
Cc1ccc(CSc2nnc(-c3cc(-c4ccc(F)cc4)n[nH]3)n2N)cc1	3
C=CCN(CC=C)S(=O)(=O)c1ccc(NC(=S)NC(=O)c2ccco2)cc1	-2
CSCCC(NC(=O)c1ccc(Cl)cc1)C(=O)NC(C)(C)C (stereo unspecified)	-2
COc1ccc(C(=O)N2CCC(C(=O)O)CC2)cc1	8
O=C1CS/C(=N/N=C/c2ccccc2)N1c1ccc(O)cc1	1
O=C(NCc1ccco1)NC1CCCCC1	0
COP(=O)(O)CCOCCC(CC(C)C)NC(=O)OCc1ccccc1 (stereo unspecified)	7

In the list so far, 16 contain fluorine:
SMILES	TbREL1 primary
O=S(=O)(c1ccc(F)cc1)N1CCCC(c2nc(-c3ccc(F)cc3)no2)C1 (stereo unspecified)	0
O=C(Nc1ccccc1)N(Cc1ccc(Cl)cc1)CC(O)C(F)(F)F (stereo unspecified)	5
COc1ccc(CC(=O)NNS(=O)(=O)c2ccc(F)cc2)cc1OC	1
CC(c1nnc(SCC(=O)c2c(N)n(C3CC3)c(=O)[nH]c2=O)n1-c1ccc(F)cc1)N(C)C (stereo unspecified)	-4
O=C(CN(C(=O)CCC(=O)Nc1ccccn1)c1cccc(F)c1)NCc1ccc2c(c1)OCO2	3
Fc1ccc(COc2ccc(/C=N/n3cnnc3)cc2)cc1	-1
O=C(CSc1ccc2nnc(-c3ccc(F)cc3)n2n1)N1CCOCC1	0
CC(C)Oc1ccccc1/C=N/NC(=O)c1ccc(F)cc1	0
CC(=O)c1ccc(N2CCC(C)CC2)c(F)c1	6
Fc1ccc(-c2csc3ncnc(Nc4ccc(N5CCOCC5)cc4)c23)cc1	-4
O=C(O)/C=C/c1ccc(S(=O)(=O)Nc2ccccc2C(=O)Nc2ccc(F)cc2)cc1	4
CCN(CC(=O)Nc1c(F)cccc1F)C(=O)C1CCN(S(=O)(=O)c2ccccc2C(=O)OC)CC1	5
CC(C)(C)NC(=O)C(c1ccc(O)cc1)N(C(=O)CCC(=O)Nc1ccccn1)c1ccc(F)cc1 (stereo unspecified)	-5
COc1cc(/C=N/NC(=O)c2ccncc2)ccc1OC(=O)c1cccc(F)c1	-3
O=C(CCCC(=O)OCC(Cl)=C(Cl)Cl)Nc1ccccc1F	0
Cc1ccc(CSc2nnc(-c3cc(-c4ccc(F)cc4)n[nH]3)n2N)cc1	3
